APEX1 inh – APE1 (human) endonuclease inhibition; 350,000 compounds, 0.35% hits; P27695; recombinant APE1, TAMRA/BHQ-2 abasic DNA cleavage fluorescence; Potency, µM (doses to about 65.8 µM), for inactives: at the highest dose activity change, negative = inhibition, usual class: inhibitors;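 also: potency is read from the fitted curve at half-maximal effect; plate controls were vehicle for no effect and reference inhibitor for full effect; nearly all actives have a fitted effect of over 55% in size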
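0.75 nM APE1 + cpd, 15 min RT; start w/ 50 nM TAMRA/BHQ-2 THF-abasic dsDNA; kinetic fluor 525/598 nm ×3 reads @60 s; Δ(read3−read1); normalized to DMSO and NSC13755 control wells.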
Pol beta inh – DNA polymerase beta (human) inhibition | Pol beta primer extension/strand displacement, fluorescence kinetic | Potency, µM (top dose mostly 114 µM), for inactives: top-dose activity change, negative = inhibition, usual class: inhibitors | 340,000 compounds, 1.3% hits | AID 485314; also: potency is read from the fitted curve at half-maximal effect; % is scaled to controls: 0 for no effect and ±100 for the full control effect
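Reaction started by 50 nM substrate onto compound-treated Pol beta (10 nM, 15 min preincubation, room temperature); plates read at 0 min and 10 min. Normalized concentration-effect data fitted by four-parameter Hill equation.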
Pol iota inh – inhibitors of human DNA polymerase iota. Potency, µM (series often up to 115 µM), for the others: at the highest dose activity, negative = inhibition, hits mostly inhibitors. 390,000 compounds, 1% hits. Q9UNA4. Pol iota fluorescent replication assay, 10 min. AID 588590; also: potency is read from the fitted curve at half-maximal effect
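Pol iota at 10 nM preincubated 15 min with compounds at room temperature; reaction started with fluorescent substrate, 50 nM final. Fluorescence read kinetically at 0 and 10 min; buffer-only wells as negative control.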
POLK inh – blocks human DNA polymerase kappa activity | Q9UBT6 | purified Pol kappa, fluorescent DNA synthesis assay, 10 min | Potency, µM (top dose mostly 107 µM), inactives show at the highest dose activity, negative = inhibition, hits mostly inhibitors | 400,000 compounds, 0.53% hits | AID 588579; also: potency is read from the fitted curve at half-maximal effect; % is scaled to controls: 0 for no effect and ±100 for the full control effect
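First, compounds were pin-transferred onto 10 nM Pol kappa. After 15 min at room temperature, substrate was added to 50 nM final. Fluorescence was then measured kinetically at 0 and 10 min.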
Pol eta inh – inhibitors of human DNA polymerase eta. recombinant Pol eta, fluorescent DNA replication assay. 390,000 compounds, 1.2% hits. AID 588591. Potency, µM (series often up to 114 µM), for the others: top-dose activity change, negative = inhibition, actives largely listed as inhibitors; also: potency is read from the fitted curve at half-maximal effect; % is scaled to controls: 0 for no effect and ±100 for the full control effect
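Fluorescent replication assay: 50 nM final substrate added after a 15 min room-temperature compound preincubation with 10 nM enzyme. Signal taken at 0 min and again at 10 min.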
Tb PGK inh – inhibitors of T. brucei phosphoglycerate kinase; AID 602233; Potency, µM (highest dose often 57.5 µM), for the others: at the top dose activity change, negative = inhibition, usual class: inhibitors; P07378; PGK/GAPDH coupled, Kinase-Glo luminescence, 60 min; 380,000 compounds, 0.043% hits; also: potency is read from the fitted curve at half-maximal effect; % is scaled to controls: 0 for no effect and ±100 for the full control effect; nearly all actives have a fitted effect of over 60% in size
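Recombinant glycosomal PGK reaction used 1,3-bisphosphoglycerate generated in-well by GAPDH (100nM final) in 100mM TEA pH 7.6, 5mM MgCl2, 0.01% Tween-20. After 60 minutes at room temperature, ATP was read by Kinase-Glo Plus luminescence end-point.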
BLM helicase inh – Bloom syndrome helicase (human) inhibition; P54132; recombinant BLM DNA unwinding, fluorescence dequenching; Potency, µM (top dose mostly 56.1 µM), inactives show at the top dose activity change, negative = inhibition, actives largely listed as inhibitors; 350,000 compounds, 0.2% hits; AID 2528;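 also: potency is read from the fitted curve at half-maximal effect; plate controls were vehicle for no effect and no enzyme for full effect; nearly all actives have a fitted effect of over 35% in size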
Target sequence (P54132 whole entry, looked up): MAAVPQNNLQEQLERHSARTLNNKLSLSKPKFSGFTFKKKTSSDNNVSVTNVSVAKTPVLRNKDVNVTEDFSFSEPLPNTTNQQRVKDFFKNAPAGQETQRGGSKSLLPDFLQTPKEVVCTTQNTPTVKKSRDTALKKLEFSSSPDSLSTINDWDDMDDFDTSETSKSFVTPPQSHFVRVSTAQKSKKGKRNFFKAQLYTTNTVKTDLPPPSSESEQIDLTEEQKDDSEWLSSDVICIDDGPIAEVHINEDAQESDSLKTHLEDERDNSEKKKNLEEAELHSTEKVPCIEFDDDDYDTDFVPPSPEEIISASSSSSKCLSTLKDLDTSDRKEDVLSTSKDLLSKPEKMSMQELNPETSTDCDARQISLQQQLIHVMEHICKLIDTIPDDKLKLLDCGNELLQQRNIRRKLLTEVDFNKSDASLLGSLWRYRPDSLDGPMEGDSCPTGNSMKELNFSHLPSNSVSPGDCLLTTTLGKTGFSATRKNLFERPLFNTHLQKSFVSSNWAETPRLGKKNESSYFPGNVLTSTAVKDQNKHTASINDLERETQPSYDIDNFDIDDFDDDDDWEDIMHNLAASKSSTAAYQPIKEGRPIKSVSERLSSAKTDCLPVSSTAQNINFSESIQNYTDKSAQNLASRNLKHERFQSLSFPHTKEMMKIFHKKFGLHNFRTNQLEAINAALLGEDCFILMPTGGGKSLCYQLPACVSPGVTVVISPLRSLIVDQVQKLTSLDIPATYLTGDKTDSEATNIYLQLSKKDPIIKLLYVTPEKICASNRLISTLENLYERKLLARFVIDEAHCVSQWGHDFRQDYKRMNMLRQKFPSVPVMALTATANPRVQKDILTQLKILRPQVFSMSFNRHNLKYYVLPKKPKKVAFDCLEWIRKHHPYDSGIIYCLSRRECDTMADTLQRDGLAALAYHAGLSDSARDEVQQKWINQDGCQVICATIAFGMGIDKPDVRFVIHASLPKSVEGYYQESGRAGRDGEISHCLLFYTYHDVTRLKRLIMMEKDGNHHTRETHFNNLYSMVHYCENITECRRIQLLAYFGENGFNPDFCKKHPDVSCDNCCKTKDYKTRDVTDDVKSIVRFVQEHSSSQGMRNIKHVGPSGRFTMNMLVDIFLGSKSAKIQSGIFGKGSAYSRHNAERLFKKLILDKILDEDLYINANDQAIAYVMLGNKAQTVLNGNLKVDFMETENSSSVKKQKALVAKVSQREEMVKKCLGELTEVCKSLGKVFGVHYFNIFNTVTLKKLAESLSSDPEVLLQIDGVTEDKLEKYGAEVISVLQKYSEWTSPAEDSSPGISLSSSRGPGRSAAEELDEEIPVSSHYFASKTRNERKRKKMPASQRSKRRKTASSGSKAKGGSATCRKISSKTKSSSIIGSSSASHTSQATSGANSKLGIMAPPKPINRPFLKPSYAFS
RXFP1 antag – antagonists of human relaxin receptor RXFP1; activity change, negative = inhibition, % at 57.5 µM; Q9HBX9; 350,000 compounds, 0.59% hits; HEK293-RXFP1, relaxin-stimulated cAMP HTRF, 30 min; hits give low values; AID 1259400;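 active = activity change of -60% or lower, but not beyond a set lower limit; inconclusive = change between -60% and -40%, or beyond the set limit; inactive = change above -40%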; also: % is scaled to controls: 0 for no effect and ±100 for the full control effect
Anesthetic bind – binds horse apoferritin like a general anesthetic; Potency, µM (titrated, usually from 77.5 µM), for inactives: top-dose activity change, negative = displacement, most hits filed as inhibitors; 350,000 compounds, 0.074% hits; apoferritin/1-aminoanthracene competitive binding, fluorescence; P02791; also: potency is read from the fitted curve at half-maximal effect; % is scaled to controls: 0 for no effect and ±100 for the full control effect; nearly all actives have a fitted effect of over 20% in size
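Steps: apoferritin (10 uM) was premixed with half-saturated 1-AMA in PBS, compounds were pin-transferred, plates stood 10 min at room temperature, fluorescence was read at 380/535 nm, and curves were fitted with a Hill equation.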
Active calls of the source: *; i = inactive; ? = inconclusive; nt = not tested or not shown; & = joins results of further samples; [ ] = dose if it differs, or a comment. Unless noted, calls follow the shape of the dose curve; as a rule, active = well fitted curve in the direction sought with a large enough effect; inconclusive = small, poorly fitted or top-dose-only effect, or another doubt; inactive = no such curve, though single readings can be large; an effect the other way counts as inactive or inconclusive. A portion of the library; the hit share may differ from the screen's.

SMILES	APEX1 inh	Pol beta inh	Pol iota inh	POLK inh	Pol eta inh	Tb PGK inh	BLM helicase inh	RXFP1 antag	Anesthetic bind
Cc1nccn1CCCNC(=O)CC1C(=O)NCCN1Cc1ccccc1C(F)(F)F (stereo not given)	0%	-4%	21%	-8%	-9%	6%	-7%	10	-12%
COc1ccc(CCNC(=O)C2CC3Cn4c(nc5ccccc54)C3N2c2ccccc2)cc1 (stereo not given)	nt	nt	?	11%	-8%	i	nt	nt	nt
CN(CCOc1ccc(C[C@H](Nc2ccccc2C(=O)c2ccccc2)C(=O)O)cc1)c1ccccn1	14%&-6%	4%[57.1 µM]	-10%[58.9 µM]	-8%[19.4 µM]	-4%[57.1 µM]	nt	-3%	nt	nt
CN(C)C1=NC(=O)/C(=C/c2ccc(-c3ccc(S(N)(=O)=O)cc3)o2)S1	-6%	?	nt	nt	nt	nt	-3%	nt	-11%
O=C(c1cc(Br)ccc1OC(F)F)N1CCN2CCCC2C1 (stereo not given)	-15%	nt	7%	7%	-1%	i	nt	-3	nt
COc1ccc(OC)c2sc(NC(=O)C3CC3)nc12	-5%	4%	27%	-2%	-17%	i	-3%	-5	-8%
CCOP(=O)(c1ccccc1)C1(C#N)CCCC1 (stereo not given)	0%	0%	0%	-3%	-7%	-1%	-3%	-11	-13%
COc1cc(/C=N/Nc2ccc(C(F)(F)F)cn2)cc(OC)c1O	2%	-15%	-3%	-3%	-8%	-4%	-5%	-18	6%
CC(=O)c1ccc(NC(=O)C2=CC(c3cccs3)=NS(=O)(=O)N2C)cc1	1%	14%&7%	26%&-3%	-3%&-3%	-19%&-11%	-8%&-5%	-8%&-7%	-1&-13	2%&5%
CNC(=O)CN1C(=O)C2C3C=CC(C3)C2C1=O (stereo not given)	0%	15%	21%	-9%	-6%	-2%	-8%	3	5%
Cc1cccc2cc(C#N)c(NCCNS(=O)(=O)c3ccccc3)nc12	0%	-2%	157%[activator]	-13%	-20%	-8%	-8%	-17	-12%
O=[N+]([O-])c1cc(S(=O)(=O)Nc2cccc(C(F)(F)F)c2)ccc1-n1nnc2ccccc21	-1%	-29%	-2%	-13%	5%	i	-13%	nt	?
COC(=O)NCc1ccc(S(=O)(=O)N2CCOCC2)cc1	2%	28%	17%	0%	-7%	-3%	0%	2	1%
CNC(=S)Nc1ccc2nc(C)oc2c1	0%	3%	16%	-12%	-21%	7%	-13%	6	-4%
CN(Cc1cn(C)nc1-c1cccc(Cl)c1)CC1CCCCO1 (stereo not given)	0%	60%	23%	-1%	-14%	4%	-1%	8	-8%
COCC(C)N=C1NN=C(c2cc(C)n(Cc3ccccc3Cl)c2C)CS1 (stereo not given)	-7%	1%	17%	6%	-16%	-1%	0%	-18	-10%
CCCCN(C)CCC(=O)Nc1ccc(Cl)cc1	?	1%	4%	-12%	-16%	11%	-7%	-8	-12%
COC(=O)COc1ccc(S(=O)(=O)NC2CCCCCC2)cc1	-5%	12%	5%	-1%	5%	-2%	-3%	-8	-12%
COC(=O)Nc1ccc(S(=O)(=O)Nc2ccc(O)cc2)cc1	5%	?	23%	0%	4%	9%	0%	-14	-5%
CCOCCOC(=O)CCSc1n[nH]c(=O)[nH]c1=O	0%	13%	8%	-3%	3%	nt	1%	-4	-5%
CC(C)=NNc1nc(-c2ccc(N3C(=O)CCC3=O)cc2)cs1	6%	38%[activator]	?	-19%	?	i	-11%	-14	6%
CC(=O)n1cc(/C=C2/N=C(c3ccccc3)OC2=O)c2ccccc21	19%	1%	21%	-4%	-11%	i	1%	nt	8%
Cc1ccc(CNC(=O)c2ccc3c(c2)c(C)c(C)n3Cc2ccccc2)o1	nt	-20%	10%	-12%	-21%	i	-2%	-33	-3%
O=C(OCc1cc(Cl)ccc1OC(F)F)c1cccnc1	2%	43%[activator]	150%[activator]	-11%	-11%	-7%	-2%	-3	-11%

An excerpt of these results, with two lines to a compound:
Sequence of screens – APEX1 inh, Pol beta inh, Pol iota inh, POLK inh, Pol eta inh, Tb PGK inh, BLM helicase inh, RXFP1 antag, Anesthetic bind
- O=[N+]([O-])c1cc(S(=O)(=O)Nc2cccc(C(F)(F)F)c2)ccc1-n1nnc2ccccc21
  -1%, -29%, -2%, -13%, 5%, i, -13%, nt, ?
- COC(=O)NCc1ccc(S(=O)(=O)N2CCOCC2)cc1
  2%, 28%, 17%, 0%, -7%, -3%, 0%, 2, 1%
- CNC(=S)Nc1ccc2nc(C)oc2c1
  0%, 3%, 16%, -12%, -21%, 7%, -13%, 6, -4%
- CN(Cc1cn(C)nc1-c1cccc(Cl)c1)CC1CCCCO1 (stereo not given)
  0%, 60%, 23%, -1%, -14%, 4%, -1%, 8, -8%
- COCC(C)N=C1NN=C(c2cc(C)n(Cc3ccccc3Cl)c2C)CS1 (stereo not given)
  -7%, 1%, 17%, 6%, -16%, -1%, 0%, -18, -10%
- CCCCN(C)CCC(=O)Nc1ccc(Cl)cc1
  ?, 1%, 4%, -12%, -16%, 11%, -7%, -8, -12%
- COC(=O)COc1ccc(S(=O)(=O)NC2CCCCCC2)cc1
  -5%, 12%, 5%, -1%, 5%, -2%, -3%, -8, -12%
- COC(=O)Nc1ccc(S(=O)(=O)Nc2ccc(O)cc2)cc1
  5%, ?, 23%, 0%, 4%, 9%, 0%, -14, -5%
- CCOCCOC(=O)CCSc1n[nH]c(=O)[nH]c1=O
  0%, 13%, 8%, -3%, 3%, nt, 1%, -4, -5%
- CC(C)=NNc1nc(-c2ccc(N3C(=O)CCC3=O)cc2)cs1
  6%, 38%[activator], ?, -19%, ?, i, -11%, -14, 6%

The listing continues.
SMILES	APEX1 inh	Pol beta inh	Pol iota inh	POLK inh	Pol eta inh	Tb PGK inh	BLM helicase inh	RXFP1 antag	Anesthetic bind
COc1ccc2[nH]c3c(c2c1)CCN1C(=O)N([C@@H](C)C(=O)NC2CC2)C(=O)[C@]31C	38%	10%	24%	-1%	-20%	12%	-6%	nt	-12%
COc1ccc(C(=O)Nc2cc(C(C)=O)c(/C=C/N(C)C)oc2=O)cc1	-8%	0%	-7%	-16%	-12%	-9%	-3%	-12	-18%
CC1(C)Oc2ccc3ccc(=O)oc3c2C(/C=N/O)C1=O (stereo not given)	-5%	17%	-12%	-9%	-6%	nt	-2%	2	0%
CCOC(=O)C1C2C=CC3(CN(Cc4cccs4)C(=O)C13)O2 (stereo not given)	0%	0%	?	-1%	-12%	5%	-3%	-6	-15%
O=Cc1c(Cl)cccc1Cl	-9%&-7%&3%	nt	15%	-13%	-21%	10%	2%	nt	-3%
CCN(CC)S(=O)(=O)c1cc([N+](=O)[O-])ccc1N=Nc1c(O)n(C)c2ccccc12	4%	13%	8%	-13%	-14%	1%	2%	0	0%
Nc1ccc(C(=O)N/N=C/c2cn(Cc3cccc(F)c3)c3ccccc23)cc1	-1%	-26%	-5%	-12%	-28%	i	-19%	-20	91%[activator]
COc1ccc(/C=C2\CCn3c2nc2cc(C(=O)O)ccc2c3=O)cc1	5%	1%	?	4%	-2%	nt	1%	10	-5%
CSCC[C@H](NC(=O)Nc1cccc(C(F)(F)F)c1)C(=O)O	-3%	0%	7%	-5%	-3%	i	-5%	-8	-5%
CC(=O)c1cccc(NS(=O)(=O)c2ccc3[nH]c4c(c3c2)CCCCCC4)c1	nt	-2%	16%	-11%[60.1 µM]	-20%	-2%	-8%	-12	?
c1ccc(-c2sc3ccccc3c2-c2ccc(OCCN3CCCC3)cc2)cc1	26%	nt	27%	6%	-15%	-1%	nt	nt	nt
CC(NCc1ccc2c(c1)n(C)c(=O)n2C)c1ccccc1 (stereo not given)	nt	17%	-9%	-27%	-1%	i	7%	-9	-5%
O=C1OC(Oc2ccccc2)(c2ccccc2)c2ccccc21 (stereo not given)	-5%	2%	-19%[58.9 µM]	-19%	-13%	-3%	-9%	-16	?
O=C(OCc1nc2ccccc2s1)c1ccco1	-3%	23%	173%[activator]	-1%	-8%	-7%	-2%	-8	?
N#CCCSc1ccccc1NC(=O)c1ccc(S(=O)(=O)N2CCCC2)cc1	-3%	39%	nt	nt	nt	nt	-2%	nt	-16%
CCOC(=O)CCn1c(=S)n(CCC(=O)OCC)c2ccccc21	5%	12%	22%	1%	-10%	i	-1%	-2	-13%
Cc1ccccc1C(=O)Nc1cccc(C(=O)OCc2cc(=O)n3nc(C4CC4)sc3n2)c1	nt	18%	21%	-7%[60.1 µM]	-15%	0%	-23%	3	7%
O=C(CN(Cc1ccccc1)S(=O)(=O)c1ccc2c(c1)OCCO2)N/N=C/c1cccc(Br)c1	0%	-17%	11%	0%	-1%	-7%	-5%	1	7%
CCOC(=O)N1CCN(C(=O)CNC(=O)Cc2ccc(Cl)cc2)CC1	3%	-26%	4%	5%	-3%	-4%	1%	-8	2%
COc1ccc(Cn2c(C(=O)O)c(CNC3CCCC3)c3ccc(C)cc32)cc1	nt	9%	21%	6%	-10%	-2%	0%	-1	-6%
COC(=O)c1ccc(CN2CCN(CC(C)C)C(CCO)C2)cc1 (stereo not given)	-6%	5%	-6%	8%	-12%	-3%	-2%	-5	6%

Screens from PubChem.
